From PubChem BioAssay
SKN-1 inh = suppressors of acrylamide-induced Pgst-4::GFP reporter in worms, primary screen, SKN-1 inhibitor project, whole organism, uHTS, GFP/RFP fluorescence ratio, strain VP596 | C. elegans VP596 Pgst-4::GFP/RFP ratio, 24 h | inhibition, % at 21.8 µM | actives 0.49% (n = 360,000) | AID 624304, 2012;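 active = interference check ratio from 0.5 to 1.5 plus GFP to RFP signal ratio inhibition reaching or exceeding a fixed threshold, cut at about 30% in these data, passing the limit was not always enough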; also: some compounds called inactive have numbers as strong as hits
LMPTP inh = LMPTP phosphatase inhibitors, primary screen, biochemical, fluorescence intensity, uHTS; Low molecular weight phosphotyrosine protein phosphatase (Homo sapiens), P24666; recombinant LMPTP-A, OMFP fluorogenic substrate; inhibition, % at 20 µM; actives 0.22% (n = 360,000);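 active = compounds that cut the enzyme signal by at least half of the control window in the single-dose screen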;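 also: plate controls were DMSO wells with enzyme plus substrate for no effect and substrate without enzyme for full effect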
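Test system – LMPTP-A enzyme · Amount – LMPTP-A at 0.625 nM final in the reaction · Buffer or medium – Bis-Tris pH 6.0, DTT, detergent · Reagent – OMFP 400 µM · Doses – single 20 µM dose · Schedule – reaction 50 min, room temperature, dark · Detection – fluorescence intensity of OMFP turnover product · Evaluation – percent inhibition versus substrate-only and uninhibited controls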
NadD block = inhibitors of S. aureus NadD, primary screen, biochemical, colorimetric, uHTS. Nicotinate-nucleotide adenylyltransferase NadD (Staphylococcus aureus N315). purified NadD enzyme, colorimetric absorbance read-out. inhibition, % at 20 µM. actives 0.78% (n = 360,000). AID 602399, 2012; in the data active = inhibition above about 26%; also: some compounds past the cut are filed as inactive
Tb MetRS inh = T. brucei MetRS inhibitors, primary screen, biochemical, luminescence. methionyl-tRNA synthetase (Trypanosoma brucei brucei). purified T. brucei MetRS, ATP depletion, Kinase-Glo luminescence. inhibition, % at 11.9 µM. actives 0.4% (n = 360,000). AID 624268, 2012;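 active = inhibition above a per-plate cutoff of the control wells' mean inhibition plus 3 SD, cut at about 5.5% in these data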;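 also: 0% = DMSO wells median and 100% = median of wells with control inhibitor compound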
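Test system – parasite MetRS enzyme · Reagent – substrates ATP, L-methionine and bulk Escherichia coli tRNA · Doses – 11.9 µM compound single dose, 0.9% DMSO · Times – 15 min enzyme-compound preincubation, 2 h reaction, 10 min detection, 25 °C · Signal – Kinase-Glo luminescence, ATP depletion format · Controls – DMSO-only wells as low control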
SUMO1-SIM PPI = modulators of SUMO1 protein-protein interactions, primary screen, biochemical, uHTS; inhibition, % at 20 µM; actives 0.33% (n = 360,000); SUMO1 binding to a labelled peptide, TR-FRET, 1 h; in the data active = inhibition above about 37%
NRP1-CendR mod = modulators of CendR peptide binding to NRP-1, primary screen, biochemical, fluorescence polarization, uHTS; Neuropilin-1 (Homo sapiens), O14786; FAM-RPARPAR peptide binding to NRP-1; inhibition, % at 25 µM; actives 0.85% (n = 360,000);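 active = inhibition or corrected inhibition above about 18%, plus a signal ratio from 0.5 to 1.5, limit read from the data, passing the limit was not always enough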; also: strong numbers were not always called active
STEP block = STEP phosphatase inhibitors, primary screen, biochemical, fluorescence intensity, uHTS; Tyrosine-protein phosphatase non-receptor type 5 (Homo sapiens), P54829; recombinant STEP, OMFP fluorogenic substrate; inhibition, % at 20 µM; actives 0.25% (n = 360,000); AID 588621, 2011;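 active = inhibition at 20 µM, scaled per plate between control wells, above about 37%, limit read from the data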;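 also: 0% = DMSO with enzyme and substrate and 100% = substrate only without enzyme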
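Material: STEP (striatal-enriched tyrosine phosphatase) enzyme, cell-free | Medium: 50 mM Bis-Tris pH 6.0 with 2.5 mM DTT and 0.005% Tween 20 | Read-out: Percent inhibition scaled to no-enzyme and uninhibited-enzyme controls, plate-pattern corrected | Signal: Fluorescence read at 480 nm ex / 540 nm em | Times: 20 min reaction, room temperature, in the dark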
Neddyl block = inhibitors of cullin neddylation, primary screen, biochemical, TR-FRET, uHTS, NAE and Ubc12. calls only at 25 µM. actives 0.58% (n = 360,000). AID 651699, 2012; in the data active = inhibition above about 36%
Scp1 inh = Scp-1 phosphatase inhibitors, primary screen, biochemical, colorimetric, uHTS | Recombinant Scp1, phosphopeptide, malachite green phosphate absorbance | inhibition, % at 20 µM | actives 0.88% (n = 340,000);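 active = inhibition above about 50% at 20 µM, limit read from the data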;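 also: plate controls were DMSO wells with enzyme for no effect and wells lacking enzyme for full effect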
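Incubation: 45 min enzyme reaction at room temperature / System: truncated SCP-1 phosphatase (76-261aa) / Reagent: Phospho 17-mer peptide substrate / Buffer or medium: Acidic Tris acetate buffer with magnesium and detergent / Signal: absorbance at 630 nm / Doses: one concentration, 20 µM, with 1.0% DMSO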
DNMT1 block = human DNMT1 methyltransferase inhibitors, primary screen, biochemical, molecular beacon, fluorescence, HinP1I cleavage, uHTS | DNA (cytosine-5)-methyltransferase 1 (Homo sapiens), P26358 | inhibition (reported as % activation of signal), % at 10 µM | actives 0.83% (n = 360,000) | AID 588458, 2011; in the data active = inhibition above about 50%
Target sequence (P26358 504-1616 limits assumed): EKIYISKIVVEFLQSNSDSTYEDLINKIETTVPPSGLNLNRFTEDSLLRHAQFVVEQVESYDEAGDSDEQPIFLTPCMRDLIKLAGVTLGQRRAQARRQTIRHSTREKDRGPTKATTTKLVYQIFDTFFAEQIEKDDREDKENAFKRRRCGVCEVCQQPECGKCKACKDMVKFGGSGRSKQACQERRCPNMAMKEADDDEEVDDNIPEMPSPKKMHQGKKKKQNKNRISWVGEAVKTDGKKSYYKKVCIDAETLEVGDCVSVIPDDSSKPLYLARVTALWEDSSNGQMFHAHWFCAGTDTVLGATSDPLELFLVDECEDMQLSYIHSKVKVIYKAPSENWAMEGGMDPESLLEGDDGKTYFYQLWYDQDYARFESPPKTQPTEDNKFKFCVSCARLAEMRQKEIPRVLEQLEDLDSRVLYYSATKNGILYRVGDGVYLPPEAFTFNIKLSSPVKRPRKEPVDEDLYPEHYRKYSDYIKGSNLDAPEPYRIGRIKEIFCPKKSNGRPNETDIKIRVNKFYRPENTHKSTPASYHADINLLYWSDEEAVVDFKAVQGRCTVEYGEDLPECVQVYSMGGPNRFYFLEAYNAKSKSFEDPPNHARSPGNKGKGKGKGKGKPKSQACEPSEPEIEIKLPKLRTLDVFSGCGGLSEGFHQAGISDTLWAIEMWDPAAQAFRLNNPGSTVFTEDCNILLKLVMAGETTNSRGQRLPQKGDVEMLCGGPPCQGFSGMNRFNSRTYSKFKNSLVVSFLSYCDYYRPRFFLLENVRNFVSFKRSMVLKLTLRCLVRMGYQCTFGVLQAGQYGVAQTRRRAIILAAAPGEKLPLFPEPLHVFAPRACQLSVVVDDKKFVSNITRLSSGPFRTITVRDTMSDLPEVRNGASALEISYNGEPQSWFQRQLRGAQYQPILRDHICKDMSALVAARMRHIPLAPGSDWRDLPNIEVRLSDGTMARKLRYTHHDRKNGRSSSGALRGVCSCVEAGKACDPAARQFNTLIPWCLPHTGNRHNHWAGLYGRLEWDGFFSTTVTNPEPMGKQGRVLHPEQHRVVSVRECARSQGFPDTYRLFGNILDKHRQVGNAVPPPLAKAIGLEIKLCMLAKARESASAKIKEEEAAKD
Active calls of the source: *; i = inactive; . = no result given.

SMILES	SKN-1 inh	LMPTP inh	NadD block	Tb MetRS inh	SUMO1-SIM PPI	NRP1-CendR mod	STEP block	Neddyl block	Scp1 inh	DNMT1 block
CC1(C)CC(=O)C2=C(C1)Oc1ncn(CCO)c(=N)c1C2c1ccccc1 (stereo not drawn)	3	-3.3	-3	0.8	-5	11	1	i	1	-1
COc1ccc(N2CCN(CC(=O)Nc3ccc(C)c(C)c3)CC2)cc1	-5	-1.8	0	-0.4	6	-3	-2	i	27	-5
COc1ccc(/C(O)=C2/C(=O)C(=O)N(CCN3CCNCC3)C2c2cccc([N+](=O)[O-])c2)cc1 (stereo not drawn)	-20	-0.7	1	-0.5	-13	2	0	i	4	0
COCCCN1C(=O)C(CC(=O)NCc2cccc3ccccc23)CC(C(=O)N2CCCCCC2)=C1C (stereo not drawn)	4	-0.6	9	-0.6	-3	13	.	i	.	.
Cc1ccc(-c2nnc(CCC(=O)NCC3C4CC5CC(C4)CC3C5)o2)s1 (stereo not drawn)	6	0.0	-13	-0.2	-5	6	2	i	-4	2
CC[C@H](C)[C@H]1CNC(=S)N1CC1CCN(CCCC2CCCC2)CC1	11	-0.5	3	-0.4	30	-7	6	i	1	5
COc1ccc(CN(C(=O)CSc2nnc(-c3ccccc3F)o2)c2ccc(F)cc2)cc1	7	7.7	1	-0.3	-1	2	4	i	-22	-5
Cc1csc(SCC(=O)NC(=O)NC2CCCC2)n1	5	-0.8	-4	0.0	2	10	-3	i	-6	0
CC1=C(C(=O)NCCc2ccc(C)cc2)C2(CCC(C)CC2)OC1=O (stereo not drawn)	-3	-1.9	-1	-0.7	0	-3	-2	i	-5	2
CCSc1nc(N)c2c(C)c(C)sc2n1	10	0.2	6	-0.6	-1	0	0	i	3	2
CCc1nc2ccccc2c(=O)n1/N=C/c1ccc(OC)cc1	0	-0.1	-2	0.6	-1	2	2	i	-11	1
COCCCNC(=O)CCN1C(=O)COc2ccccc21	19	-1.3	8	0.0	3	-7	-1	i	1	0
Cc1cc(C[n+]2cc(Br)ccc2N)c2ncccc2c1	-12	0.1	-5	-0.1	-3	2	-2	i	-8	5
CCOCCCNC(=O)c1c[nH]c2ccc(OCC)cc2c1=O	-3	0.9	-5	-0.4	1	5	-1	i	-7	1
N=c1sccn1CC(=O)NC(=O)NC1CCCC1	3	0.6	-6	-0.7	0	-3	0	i	-5	6
COc1cccc(NC(=O)COc2coc(CN3CCc4ccccc4C3)cc2=O)c1	-6	-0.3	-2	-0.3	0	1	2	i	1	0
CC1(C)Cc2c(cnn2-c2cccc(F)c2)C(NC(=O)c2ccc[n+]([O-])c2)C1 (stereo not drawn)	-9	-1.9	-3	-0.8	-2	1	0	i	-3	1
Cc1ccc(NC(=O)C2CCN(C(=O)c3ccco3)CC2)cc1C	6	-1.4	-14	-0.9	0	0	-3	i	-1	0
Nc1ccc2c(c1)Cc1cc([N+](=O)[O-])ccc1-2	17	0.6	6	-0.2	-22	-74	3	i	4	-8
CSc1ccc(Cl)c(C(=O)OCC(=O)N(C)CCC#N)c1	-8	-1.9	2	-0.5	-3	12	1	i	-3	0
COCCSc1nnc(NS(=O)(=O)c2ccccc2)s1	-3	0.5	-4	-0.1	-3	1	-1	i	-9	-2
Cc1cccc(-n2nnnc2SCC(=O)NCC2(N3CCOCC3)CCCCC2)c1C	8	-0.8	-3	-0.2	1	-2	-1	i	-4	-2
COc1cc(/C=C/C(=O)OCC(=O)N2c3ccccc3CC2C)cc(OC)c1OC (stereo not drawn)	9	0.3	-5	0.1	-23	-5	0	i	-10	-3
CC(C)(C)c1ccc(C(=O)NCCN2CCOCC2)cc1	18	-1.2	-9	-0.1	9	1	-3	i	-15	-1

10 structures out of the list, arranged by length of the SMILES, low to high.
SMILES	SKN-1 inh	LMPTP inh	NadD block	Tb MetRS inh	SUMO1-SIM PPI	NRP1-CendR mod	STEP block	Neddyl block	Scp1 inh	DNMT1 block
N=c1sccn1CC(=O)NC(=O)NC1CCCC1	3	0.6	-6	-0.7	0	-3	0	i	-5	6
COCCCNC(=O)CCN1C(=O)COc2ccccc21	19	-1.3	8	0.0	3	-7	-1	i	1	0
COCCSc1nnc(NS(=O)(=O)c2ccccc2)s1	-3	0.5	-4	-0.1	-3	1	-1	i	-9	-2
Cc1cc(C[n+]2cc(Br)ccc2N)c2ncccc2c1	-12	0.1	-5	-0.1	-3	2	-2	i	-8	5
CCOCCCNC(=O)c1c[nH]c2ccc(OCC)cc2c1=O	-3	0.9	-5	-0.4	1	5	-1	i	-7	1
CSc1ccc(Cl)c(C(=O)OCC(=O)N(C)CCC#N)c1	-8	-1.9	2	-0.5	-3	12	1	i	-3	0
Cc1ccc(NC(=O)C2CCN(C(=O)c3ccco3)CC2)cc1C	6	-1.4	-14	-0.9	0	0	-3	i	-1	0
COc1cccc(NC(=O)COc2coc(CN3CCc4ccccc4C3)cc2=O)c1	-6	-0.3	-2	-0.3	0	1	2	i	1	0
COc1cc(/C=C/C(=O)OCC(=O)N2c3ccccc3CC2C)cc(OC)c1OC (stereo not drawn)	9	0.3	-5	0.1	-23	-5	0	i	-10	-3
CC1(C)Cc2c(cnn2-c2cccc(F)c2)C(NC(=O)c2ccc[n+]([O-])c2)C1 (stereo not drawn)	-9	-1.9	-3	-0.8	-2	1	0	i	-3	1

Following part.
SMILES	SKN-1 inh	LMPTP inh	NadD block	Tb MetRS inh	SUMO1-SIM PPI	NRP1-CendR mod	STEP block	Neddyl block	Scp1 inh	DNMT1 block
Nc1c(C(=O)Nc2ccccc2Cl)nnn1-c1ccc2c(c1)OCCO2	-2	1.2	-9	0.0	6	-11	2	i	-7	16
CC12CCC(c3c(C(=O)O)nn(-c4ccc(F)cc4)c31)C2(C)C (stereo not drawn)	1	-0.5	2	0.4	-3	5	1	i	4	0
CCOc1cc(/C=N/N=C2/NC(=O)C(CC(=O)O)S2)ccc1OCc1ccc(Cl)cc1 (stereo not drawn)	-7	1.1	21	0.2	0	-17	6	i	75*	-1
NC(=O)c1ccc(NC(=O)CSc2nnc(-c3ccc4c(c3)OCO4)o2)cc1	-5	-0.3	-1	0.4	35	6	-1	i	-1	2
Cc1nc2nc(COc3ccccc3)[nH]n2c(=O)c1Cc1ccccc1	8	-0.3	7	-0.1	11	-3	2	i	-1	-2
O=C(c1ccc(-n2cncn2)c([N+](=O)[O-])c1)N1CCN(S(=O)(=O)c2ccc(Br)cc2)CC1	-7	-0.6	4	1.4	-15	4	2	i	-6	-3
COc1ccc(-c2nc(CN(Cc3cnn(C)c3)C(C)C)c(C)o2)c(OC)c1	4	0.6	4	-0.6	1	-5	-2	i	-4	-5
CCOC(=O)C(CC)/C(C)=N\NC(=O)c1ccccc1O (stereo not drawn)	7	-2.1	6	-1.1	-1	-20	-3	i	-24	2
COc1ccc(C(C(=O)Nc2c(C)cccc2C)N2CCN(C)CC2)cc1 (stereo not drawn)	5	-2.6	.	-0.4	1	0	.	i	.	.
Cc1cccc2nc(CSc3ccccc3N)cn12	-2	0.1	-5	-1.6	-1	8	-4	i	24	-3
Cn1cc(S(=O)(=O)NC2CCCC2)c(=O)n(C)c1=O	2	-1.1	-7	-0.1	-4	1	-3	i	1	-1
COCCn1c(-c2ccc(Br)cc2)nc2oc3cc(OC)ccc3c(=O)c2c1=O	-6	1.1	6	-0.2	8	-8	-2	i	1	1
Cc1ccc2ccc(S(=O)(=O)NCc3ccccn3)cc2c1	5	0.0	-2	-0.5	-11	4	1	i	1	-1
CCOC(=O)c1c(N)c(C#N)cn1-c1ccccc1	-8	-1.0	-5	-1.4	1	3	0	i	6	-1
Cc1cccc(-c2ccc3c(c2)C2CC3CCN2Cc2ccc3c(c2)OCO3)c1 (stereo not drawn)	3	2.2	3	0.3	6	-9	0	i	0	-4
Cc1cc(OC(C)C(=O)NCc2cccnc2)c2c(C)c(Cc3ccccc3)c(=O)oc2c1 (stereo not drawn)	13	22	-2	0.1	-71	2	2	i	2	10
CC(C)CN(C(=O)CSc1nnc(-c2cccs2)n1C1CC1)C1CCS(=O)(=O)C1 (stereo not drawn)	3	-1.3	-3	-0.2	2	8	-5	i	.	4
COC(=O)c1cccc(Nc2ncnc3ccc(C)cc23)c1	3	-0.4	-7	0.2	3	-12	-1	i	-5	-3
Cc1nc2ncnn2c(Nc2ccc3c(c2)OCO3)c1Cc1ccccc1	-11	0.2	2	-0.7	-2	6	0	i	-4	-1
Cc1nc2ccccc2c2oc(C(=O)NCCN3CCCCC3C)cc12 (stereo not drawn)	3	3.8	4	-0.2	6	1	-3	i	-9	16
O=C(C1CCN(S(=O)(=O)c2cccs2)CC1)N1CCN(c2ccccc2O)CC1	-3	1.7	2	-0.4	0	12	-2	i	-5	-4
COc1nc(=O)n(C2CCCO2)cc1C (stereo not drawn)	-24	0.0	5	-0.4	1	-1	-2	i	85*	0
Cc1ccccc1-n1c(C)c(C#N)c(=O)c(-[n+]2ccccc2)c1[S-]	14	-0.2	-1	-0.6	-4	5	5	i	2	-1
O=C(C1CCN(C2CCN(Cc3ccc4cc(F)ccc4n3)CC2)CC1)N1CCCC1	-3	4.6	1	-0.3	3	18	3	i	5	-3

Rows are unselected; any-hit rate near 4.6%.
